Source: PubChem BioAssay
KDM4E inh: blocks human JMJD2E demethylase activity; B2RXH2; JMJD2E catalytic domain, FDH-coupled NADH fluorescence (FDH is formaldehyde dehydrogenase); Potency, µM (top dose mostly 57.1 µM), without a hit: top-dose activity change, negative = inhibition, usual class: inhibitors; 1.6% of 230,000 active; AID 2147; active means well fitted inhibition curve with a large enough effect, not every such curve was filed as active; inconclusive means small, poorly fitted or top-dose-only effect, or another doubt; inactive means no such curve, though single readings can be large or run the other way;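 further: 0% = wells with enzyme and -100% = buffer wells without enzyme; nearly all actives have a fitted effect of over 50% in size; many of its hits are not listed in these tables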
Target sequence (B2RXH2 1-337 limits assumed): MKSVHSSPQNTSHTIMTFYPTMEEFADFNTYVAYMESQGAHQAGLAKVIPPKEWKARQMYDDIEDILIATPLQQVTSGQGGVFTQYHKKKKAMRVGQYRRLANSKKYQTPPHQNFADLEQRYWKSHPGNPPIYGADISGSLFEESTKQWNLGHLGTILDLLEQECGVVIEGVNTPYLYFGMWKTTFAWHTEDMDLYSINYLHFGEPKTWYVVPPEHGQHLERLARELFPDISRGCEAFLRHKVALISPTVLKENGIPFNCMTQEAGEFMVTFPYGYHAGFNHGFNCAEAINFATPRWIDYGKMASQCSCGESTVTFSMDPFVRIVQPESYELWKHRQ
ALDH1A1 block: blocks purified human ALDH1A1 activity; 7.3% of 220,000 active; Potency, µM (titrated, usually from 75.3 µM), without a hit: at the highest dose activity, negative = inhibition, actives largely listed as inhibitors; Purified ALDH1A1, NADH fluorescence, propionaldehyde substrate; active means well fitted inhibition curve with a large enough effect, not every such curve was filed as active; inconclusive means small, poorly fitted or top-dose-only effect, or another doubt; inactive means no such curve, though single readings can be large or run the other way;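 further: plate controls were no enzyme wells and a reference inhibitor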
GAA glycogen: GAA glycogen-cleavage inhibition or activation; P10253; recombinant GAA, glycogen substrate, Amplex Red glucose oxidase fluorescence; Potency, µM (highest dose often 76.4 µM), for inactives: at the highest dose activity change, negative = inhibition, usual class: inhibitors; 0.38% of 300,000 active; AID 2100;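 further: 0% = full enzyme reaction and -100% = no-enzyme basal signal; the screen sought inhibitors and activators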
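qHTS, 1536-well; enzyme 4 nM final; cpd up to 77 uM; substrate bovine liver glycogen 30 ug; 50 mM citrate/phosphate pH 5.0, 0.01% Tween-20; 37 C, 40 min; Amplex Red detection 45 min RT; Hill fit → AC50.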
GAA inhib: inhibitors of human lysosomal alpha-glucosidase; purified human GAA, 4-MU-alpha-glucoside fluorescence; 0.005% of 200,000 active; AID 1466; Potency, µM (top dose mostly 76.9 µM), for inactives: top-dose activity change, negative = inhibition, actives largely listed as inhibitors; P10253;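 further: plate controls were uninhibited enzyme wells for no effect and no-enzyme background for full effect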
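AC50 values come from Hill fits of compound titrations (up to 77 uM) against 4 nM human enzyme. Substrate 4-methylumbelliferyl-alpha-D-pyranoside at 400 uM, pH 5.0 citrate buffer, 20 min room temperature; fluorescence Ex 365/Em 440 after alkaline stop.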
GAA spleen mod: inhibitors or activators of human alpha-glucosidase in spleen homogenate; AID 2112; 0.006% of 240,000 active; P10253; human spleen homogenate, 4-MU-alpha-glucoside fluorescence; Potency, µM (titrated, usually from 79.9 µM), for the others: top-dose activity change, negative = inhibition, most hits filed as inhibitors;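 further: 0% = enzyme with vehicle and -100% = no enzyme basal signal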
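Human spleen homogenate (1 ug) with 4-methylumbelliferyl-alpha-D-glucopyranoside (1 mM final) in 50 mM citrate/phosphate pH 5.0, 0.01% Tween-20; 40 min at 37 C. Stopped at pH 10; 4-MU fluorescence Ex 365/Em 440 nm; AC50 by Hill fit.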
GLA spleen mod: inhibits or activates alpha-galactosidase in human spleen homogenate; human spleen homogenate, 4MU-alpha-Gal fluorescence, 40 min; 0.008% of 240,000 active; P06280; Potency, µM (doses to about 80 µM), for the others: at the highest dose activity change, negative = inhibition, usual class: inhibitors;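 further: 0% = enzyme with vehicle and -100% = no enzyme basal signal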
Target sequence (P06280 32-429 limits assumed): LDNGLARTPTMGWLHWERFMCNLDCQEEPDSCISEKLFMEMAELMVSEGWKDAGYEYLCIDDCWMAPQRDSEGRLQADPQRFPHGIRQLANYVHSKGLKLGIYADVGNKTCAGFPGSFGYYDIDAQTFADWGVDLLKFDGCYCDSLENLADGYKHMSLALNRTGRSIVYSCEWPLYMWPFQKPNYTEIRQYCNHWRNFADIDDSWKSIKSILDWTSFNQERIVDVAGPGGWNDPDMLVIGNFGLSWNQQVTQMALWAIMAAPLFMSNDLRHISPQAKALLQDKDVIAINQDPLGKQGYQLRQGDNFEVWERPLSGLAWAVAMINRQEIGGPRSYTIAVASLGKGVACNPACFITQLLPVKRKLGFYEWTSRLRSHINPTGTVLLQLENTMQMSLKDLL
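qHTS titration in buffer at pH 5.0. Alpha-galactosidase activity in spleen homogenate was measured via 4-methylumbelliferone release from 1 mM fluorogenic substrate after 40 min at 37C and a pH 10 stop. AC50 came from Hill fits of control-normalized data.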
SMN2 splice up: increases expression of the SMN2 splice variant | HEK293 SMN2-luciferase splicing reporter, luminescence, 30-36 h | Potency, µM (titrated, usually from 46.1 µM), inactives show at the top dose activity change, positive = activation, usual class: activators | 2.8% of 210,000 active | AID 1458; further: % of control where 0% means no effect; nearly all actives have a fitted effect of over 55% in size
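qHTS luciferase splicing reporter: luminescence rises when SMN2 exon 7 is included in transfected HEK293 cells. Compound exposure lasted 30-36 h at 37C, with 4.5 mM final sodium butyrate as control, followed by a ONE-Glo read.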
GoLoco inh red: blocks human Gai1 binding to RGS12 GoLoco peptide, red readout; 0.44% of 230,000 active; Potency, µM (top dose mostly 61.6 µM), inactives show at the top dose activity, negative = inhibition, most hits filed as inhibitors; P63096; AID 880; Gai1:RGS12 GoLoco peptide FP, rhodamine, 10 min; active means well fitted inhibition curve with a large enough effect, not every such curve was filed as active; inactive means no such curve, though single readings can be large or run the other way; further: on the % scale 0 is the no-effect control and ±100 the full control effect; nearly all actives have a fitted effect of over 30% in size; many of its hits are not listed in these tables
Target sequence (P63096 whole entry, looked up): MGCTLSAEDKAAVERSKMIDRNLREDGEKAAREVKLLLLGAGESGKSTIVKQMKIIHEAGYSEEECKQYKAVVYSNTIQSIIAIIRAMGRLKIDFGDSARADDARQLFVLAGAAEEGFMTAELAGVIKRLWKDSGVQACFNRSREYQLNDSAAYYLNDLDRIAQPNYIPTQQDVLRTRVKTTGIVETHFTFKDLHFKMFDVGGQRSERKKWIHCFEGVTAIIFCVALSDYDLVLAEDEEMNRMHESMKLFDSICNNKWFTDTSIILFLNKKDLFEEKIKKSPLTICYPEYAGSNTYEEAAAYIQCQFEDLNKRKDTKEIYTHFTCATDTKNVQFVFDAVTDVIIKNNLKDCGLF
* = called active by the depositor; ? = inconclusive; . = no result given; [ ] = remark or other dose. Unless noted, the call rests on the fitted dose curve; in most records, active means well fitted curve in the direction sought with a large enough effect; inconclusive means small, poorly fitted or top-dose-only effect, or another doubt; inactive means no such curve, though single readings can be large; an effect the other way counts as inactive or inconclusive. Potency means the concentration at half of the fitted maximal effect. These rows are one share of the data. The share of hits here may be higher or lower than overall.

smiles	KDM4E inh	ALDH1A1 block	GAA glycogen	GAA inhib	GAA spleen mod	GLA spleen mod	SMN2 splice up	GoLoco inh red
Cc1ccsc1/C=N/NC(=O)CNC(=O)c1ccco1	0%	-1%	1%	-2%	3%	0%	-33%	-7%
CN1CCN(CC(=O)Nc2cc(N(C)C)nc3ccccc23)CC1	0%	?	14%	6%	2%	-4%	-74%[inhibitor]	-8%
CNc1ccc(Cl)nn1	-27%	-1%	6%	-7%	.	-3%	12%	8%
CCOc1ccccc1NC(=O)CSc1ccccc1	0%	-3%	8%	-8%	-2%	5%	-13%	-3%
COc1ccc(-n2c(C)csc2=S)cc1	0%	-3%	-4%	-9%	-6%	-2%	2%	8%
Cc1ccccc1N1CC2=C(C1=O)C(c1ccccc1)NC(=O)N2C (stereo not given)	?	.	6%	.	0%	-8%	.	-1%
COC(=O)c1c(N2C(=O)Nc3ccccc3N2O)sc2c1CCCC2	-1%	-5%	-5%	-10%	-7%	-1%	3%	13%
COc1ccc(-c2csc(N3C(=O)C4C5c6ccccc6C(c6ccccc65)[C@@H]4C3=O)n2)cc1 (stereo not given in full)	-4%	8%	-2%	5%	12%	-1%	-25%	3%
CCN1CCN(C(=O)c2cc(COc3ccc4ncccc4c3)on2)CC1	-27%	-7%	-11%	9%	2%	3%	-54%[inhibitor]	1%
c1ccc(-c2nc(-c3nccc4ccccc34)oc2-c2ccccc2)cc1	?	.	1%	.	0%	-2%	.	6%
C=C[C@]1(C)Cc2occ(C)c2C[C@H]1C(=C)C(=O)O	-3%	11µM*	.	.	4%	-3%	?	-3%
Cc1ccc2cc(CCNC(=O)c3ccc(Br)o3)c(=O)[nH]c2c1	-16%	?	-6%	2%	-10%	7%	-21%	3%
CCOCCn1c(CN2CCc3ccccc3C2)nc2c1c(=O)n(C)c(=O)n2C	-2%	2%	11%	4%	-4%	2%	.	1%
O=C(/C(=C/O)N=Nc1ccccc1)c1ccco1	2%	14µM*	-6%	-7%	-13%	-20%	-15%	12%
O=C(Nc1cccc(C(F)(F)F)c1)c1ccc(Cn2cc(Br)cn2)o1	-12%	18%	-6%	0%	-6%	5%	-44%[inhibitor]	15%
COc1cccc(-n2ccnc2SCC(=O)Nc2cc(OC)ccc2OC)c1	9%	1%	3%	-10%	1%	2%	-5%	4%
CCOc1nc(CC)nc(NC(=O)NS(=O)(=O)c2ccccc2Cl)n1	?	?	-7%	0%	-2%	-4%	5%	-3%
CCn1c(O)c(N=NC(=O)c2ccc(CSc3nncn3C)cc2)c2ccccc21	-9%	-2%	2%	?	3%	0%	-18%	8%
O=C(CN1CCN(S(=O)(=O)c2ccc3ccccc3c2)CC1)N1CCc2ccccc2C1	0%	?	-7%	-13%	-4%	7%	-19%	-6%
O=C(Nc1ccc(-c2nc3cccnc3s2)cc1)c1ccc(Br)o1	?	?	7%	?	-7%	21%	3.2µM*	15%

Additional results.
smiles	KDM4E inh	ALDH1A1 block	GAA glycogen	GAA inhib	GAA spleen mod	GLA spleen mod	SMN2 splice up	GoLoco inh red
Cc1noc(C)c1COC(=O)CCCOc1ccc(Cl)cc1Cl	6%	14%	4%	-8%	-7%	1%	2%	-3%
Cc1cccc(C2=NN(c3ccccc3)[C@H](CO)[C@H]2c2ccc(Cl)cc2)c1	.	?	.	.	?	?	.	3%[88.7 µM]
CC(=O)OC(C(=O)NCS(=O)(=O)c1ccc(C)cc1)c1cccnc1 (stereo not given)	1%	7%	-3%	2%	-1%	5%	-5%	2%
CCCCOc1ccc(C(=O)NCc2ccncc2)cc1	3%	9%	-20%	-1%	-3%	-12%	-37%[inhibitor]	-19%
CC(C)(C)NC(=O)C(c1ccncc1)N(CC1CCCO1)C(=O)Cn1nnc(-c2ccc(F)cc2)n1 (stereo not given)	-26%	3%	-7%	9%	2%	0%	3%	15%
Cc1ccn2cc(CCNC(=O)CC(C)(C)C)nc2c1	?	?	-11%	-6%	-3%	-1%	11%	12%
CCCc1nc2oc3c(OC)ncnc3c2c2c1COC(C)(C)C2	5%	0.89µM*	-6%	-34%	-2%	-4%	-2%	-2%
Cc1ccc(-n2nnnc2SCn2nnc3ccccc3c2=O)cc1	1%	?	-8%	2%	-11%	-10%	5%	-4%
Cc1cc2cc(CNC(=O)c3cccc([N+](=O)[O-])c3)ccc2[nH]1	-7%	-7%	-1%	0%[15.4 µM]	0%	3%	-14%	7%
CC1(C)Cc2nc3sc(C(N)=O)c(N)c3cc2CO1	-3%	.	-7%	.	-3%	5%	.	2%
COc1ccc(C2C(=O)N(C3CCCCC3)CC(=O)N2CCc2ccccc2)cc1OC (stereo not given)	-2%	-12%	-1%	8%	-1%	-2%	.	.
COCCn1nnnc1C(c1cccs1)N1CCN(c2ccccc2)CC1 (stereo not given)	-2%	6%	1%	0%	-4%	2%	-18%	5%
CCN(CC)c1ccc(N2C(=O)/C(=C\c3cccnc3)SC2=S)cc1	-1%	11%	6%	0%	-7%	0%	?	4%
CC[C@@H](C(=O)n1nc(C)cc1C)[C@H](NS(=O)(=O)c1ccc(C)cc1)c1ccccc1	-1%	-8%	-10%	1%	-15%	11%	-1%	8%
Cc1ccccc1C(=O)c1c[nH]c(C(=O)NCCCn2ccnc2)c1	0%	?	4%	-7%	5%	1%	-7%	-23%
CCCCNC(=O)NNC(=O)COc1cccc(C)c1C	-2%	15%	0%	-4%	1%	8%	-11%	4%
O=C(O)C1CC(=O)N(c2ccc(Br)cc2)C1 (stereo not given)	4%	5%	5%	2%	-7%	4%	-10%	7%
COCCCn1c(SCc2nnc(-c3ccccc3)o2)nc2sc3c(c2c1=O)CCC3	?	?	3%	5%	-6%	5%	-28%	10%
Cc1ccc(OC(=O)CCC(=O)NC(C)c2ccccc2)cc1 (stereo not given)	1%	?	-6%	-7%	6%	10%	-9%	6%
COc1ccc(CCN2C(=O)CC(C(N)=O)SC2=Nc2ccccc2)cc1OC (stereo not given)	-3%	14µM*	3%	1%	-6%	1%	1%	-2%

Continued:
smiles	KDM4E inh	ALDH1A1 block	GAA glycogen	GAA inhib	GAA spleen mod	GLA spleen mod	SMN2 splice up	GoLoco inh red
CCOC(=O)CN(C(=O)CSc1nnc(CNc2ccc(F)cc2)o1)c1ccccc1	-1%	?	-19%	-5%	7%	14%	-28%	-2%
CC(C)C[C@H](NC(=O)c1nc[nH]c1C(=O)NC(c1ccccc1)c1ccccc1)C(=O)OC(C)(C)C	5%	?	-12%	.	-3%	0%	.	-4%
COc1ccc([N+](=O)[O-])cc1/C=N/NC(=O)c1nonc1N	-9%	2%	-9%	-4%	-1%	6%	0%	4%
Cc1cccc(NC(=O)N[C@@H](C)C(=O)O)c1	6%	9%	4%	-1%	-3%	0%	26%	-8%
Cc1cc(NC(=O)CSc2ccc3nnc(-c4ccc(Cl)cc4)n3n2)no1	?	-9%	2%	2%	0%	-17%	1%	0%
CC(C)[C@H](NC(=O)Nc1cccc(Br)c1)C(=O)O	0%	8%	1%	6%	0%	-6%	-3%	3%
COc1ccc(C(=O)NN2CCCCC2)cc1OC	3%	9%	0%	-1%	-3%	-1%	14%	8%
COc1ccc(N2CCN(C(=O)CCCn3c(=S)[nH]c4cc5c(cc4c3=O)OCO5)CC2)cc1	1%	0%	2%	3%	-10%	-18%	-21%	4%
CS(=O)(=O)N(CC(=O)N1CCN(Cc2ccc3c(c2)OCO3)CC1)C1CCCCC1	1%	0%	-8%	-1%	0%	2%	.	1%
Cc1nn(-c2cccc(Cl)c2)c2nc(-c3ccco3)cc(C(=O)O)c12	?	?	4%	-10%	-3%	6%	-11%	15%
Cc1ccc(S(=O)(=O)NC(=O)c2cc(C)n(CCCN3CCOCC3)c2C)cc1	?	1%	2%	0%	-9%	-4%	?	10%
COc1cc(-c2nc(S(=O)(=O)c3ccc(Cl)cc3)c(N(C)C)o2)cc(OC)c1OC	-6%	?	1%	4%	8%	2%	6%	3%
Cc1ccc(C#N)c(SCc2ccccc2[N+](=O)[O-])n1	2%	?	9%	-3%	-2%	2%	6%	-6%
COc1ccc(C(=O)/C(=C/O)N=Nc2ccc(F)cc2)cc1	8%	4µM*	-4%	-11%	-11%	-7%	-60%[inhibitor]	9%
O=[N+]([O-])C(=C1SCCS1)C(=C(Cl)Cl)N1CCCCC1	-5%	?	-2%	0%	1%	3%	-43%[inhibitor]	3%
CC1CN(C(=O)Nc2ccc3c(c2)OCCO3)CC(C)O1 (stereo not given)	-3%	-1%	-6%	0%	-6%	-2%	-2%	8%
CSc1sc(C#N)c2c1/C(=N\O)CCC2	-15%	5%	-4%	-1%	1%	2%	.	6%
Cc1cc(C)n(C(=O)c2ccc(NC(=O)CC(C)C)cc2)n1	8%	4%	-7%	?	-8%	2%	-19%	5%
Cc1cccn2c(=O)c3cc(C(=O)NCC4CCCO4)c(=N)n(Cc4cccnc4)c3nc12 (stereo not given)	?	?	3%	?	6%	?	14%	-10%
COc1cc(Nc2ncnc(N)n2)cc(OC)c1	-3%	.	4%	.	6%	-4%	.	-2%

(more compounds)
smiles	KDM4E inh	ALDH1A1 block	GAA glycogen	GAA inhib	GAA spleen mod	GLA spleen mod	SMN2 splice up	GoLoco inh red
O=S(=O)(Nc1ccc2c(c1)OCO2)c1ccc(Br)s1	13%	13%	-16%	0%	-9%	-5%	1%	4%
O=C(NCc1n[nH]c(=S)n1Cc1ccccc1)c1ccc(Cl)cc1Cl	-6%	22µM*	-9%	-2%	.	3%	?	11%
COc1cc(NC(=O)CSc2nnc(C)s2)cc(OC)c1OC	2%	4%	-3%	0%	-7%	-2%	?	10%
CCN1C(=O)CC(N2CCN(CC(=O)NC(C)C)CC2)C1=O (stereo not given)	8%	9%	-20%	1%	1%	8%	-13%	9%
CCOC(=O)CSC1=N/C(=C/c2ccc(-n3cncn3)cc2)C(=O)N1C(C)=O	-2%	8%	-3%	2%	-2%	6%	.	11%
CC(C)CC(=O)Nc1ccc(C(=O)COc2ccc(-c3nnco3)cc2)cc1	-4%	4%	-5%	1%	5%	6%	0%	10%
